High-throughput results from PubChem.
Neddyl block = cullin neddylation inhibition. TR-FRET cullin neddylation, biochemical. P61081+Q13564. calls only at 25 µM. 0.58% of 360,000 active; in the data active = inhibition above about 36%
eLon inh = inhibits E. coli Lon protease; P0A9M0; purified E. coli Lon protease, fluorescence polarization; inhibition, % at 7.94 µM; 0.42% of 360,000 active; in the data active = inhibition above about 13%, passing the limit was not always enough;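 also: 0% = enzyme with probe and DMSO and 100% = no enzyme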
CendR NRP1 mod = modulators of CendR peptide binding to human neuropilin-1; O14786; inhibition, % at 25 µM; FAM-RPARPAR peptide binding to NRP-1, fluorescence polarization; 0.85% of 360,000 active;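 active = inhibition or corrected inhibition above about 18%, plus a signal ratio from 0.5 to 1.5, limit read from the data, passing the limit was not always enough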; also: strong numbers were not always called active
MT1-MMP act inh = MT1-MMP (human) activation inhibition | P50281 | HT1080 RFP-PRO-GFP cells, GFP/RFP ratio fluorescence, overnight; percent of plate control window, DMSO zero | GFP/RFP ratio change, % at 20 µM | 0.061% of 360,000 active;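 active = GFP/RFP ratio change of at least 30% with cell ATP level not reduced by more than half and red fluorescence within 50% of control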; also: strong numbers were not always called active
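Assay system: HT1080 RFP-PRO-GFP cells | Dosing: 20 µM single dose, 1% DMSO | Incubation: Cells overnight before dosing, compound overnight, 37 °C, 5% CO2 | Evaluation: GFP/RFP fluorescence ratio | Control set: DMSO-only wells and HT1080 RFP-L50D-GFP cell wells as references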
FAS-TE inh = blocks the thioesterase domain of human fatty acid synthase. P49327. recombinant FAS-TE, OMFH fluorogenic substrate, fluorescence endpoint. inhibition, % at 15 µM. 0.67% of 360,000 active. AID 602261;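 active = compounds whose normalised, plate-corrected inhibition of enzyme fluorescence in the single-dose primary screen is 50% or more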;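 also: 0% = DMSO with enzyme and 100% = substrate without enzyme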
Target sequence (P49327 whole entry, looked up, the tested form may be a part): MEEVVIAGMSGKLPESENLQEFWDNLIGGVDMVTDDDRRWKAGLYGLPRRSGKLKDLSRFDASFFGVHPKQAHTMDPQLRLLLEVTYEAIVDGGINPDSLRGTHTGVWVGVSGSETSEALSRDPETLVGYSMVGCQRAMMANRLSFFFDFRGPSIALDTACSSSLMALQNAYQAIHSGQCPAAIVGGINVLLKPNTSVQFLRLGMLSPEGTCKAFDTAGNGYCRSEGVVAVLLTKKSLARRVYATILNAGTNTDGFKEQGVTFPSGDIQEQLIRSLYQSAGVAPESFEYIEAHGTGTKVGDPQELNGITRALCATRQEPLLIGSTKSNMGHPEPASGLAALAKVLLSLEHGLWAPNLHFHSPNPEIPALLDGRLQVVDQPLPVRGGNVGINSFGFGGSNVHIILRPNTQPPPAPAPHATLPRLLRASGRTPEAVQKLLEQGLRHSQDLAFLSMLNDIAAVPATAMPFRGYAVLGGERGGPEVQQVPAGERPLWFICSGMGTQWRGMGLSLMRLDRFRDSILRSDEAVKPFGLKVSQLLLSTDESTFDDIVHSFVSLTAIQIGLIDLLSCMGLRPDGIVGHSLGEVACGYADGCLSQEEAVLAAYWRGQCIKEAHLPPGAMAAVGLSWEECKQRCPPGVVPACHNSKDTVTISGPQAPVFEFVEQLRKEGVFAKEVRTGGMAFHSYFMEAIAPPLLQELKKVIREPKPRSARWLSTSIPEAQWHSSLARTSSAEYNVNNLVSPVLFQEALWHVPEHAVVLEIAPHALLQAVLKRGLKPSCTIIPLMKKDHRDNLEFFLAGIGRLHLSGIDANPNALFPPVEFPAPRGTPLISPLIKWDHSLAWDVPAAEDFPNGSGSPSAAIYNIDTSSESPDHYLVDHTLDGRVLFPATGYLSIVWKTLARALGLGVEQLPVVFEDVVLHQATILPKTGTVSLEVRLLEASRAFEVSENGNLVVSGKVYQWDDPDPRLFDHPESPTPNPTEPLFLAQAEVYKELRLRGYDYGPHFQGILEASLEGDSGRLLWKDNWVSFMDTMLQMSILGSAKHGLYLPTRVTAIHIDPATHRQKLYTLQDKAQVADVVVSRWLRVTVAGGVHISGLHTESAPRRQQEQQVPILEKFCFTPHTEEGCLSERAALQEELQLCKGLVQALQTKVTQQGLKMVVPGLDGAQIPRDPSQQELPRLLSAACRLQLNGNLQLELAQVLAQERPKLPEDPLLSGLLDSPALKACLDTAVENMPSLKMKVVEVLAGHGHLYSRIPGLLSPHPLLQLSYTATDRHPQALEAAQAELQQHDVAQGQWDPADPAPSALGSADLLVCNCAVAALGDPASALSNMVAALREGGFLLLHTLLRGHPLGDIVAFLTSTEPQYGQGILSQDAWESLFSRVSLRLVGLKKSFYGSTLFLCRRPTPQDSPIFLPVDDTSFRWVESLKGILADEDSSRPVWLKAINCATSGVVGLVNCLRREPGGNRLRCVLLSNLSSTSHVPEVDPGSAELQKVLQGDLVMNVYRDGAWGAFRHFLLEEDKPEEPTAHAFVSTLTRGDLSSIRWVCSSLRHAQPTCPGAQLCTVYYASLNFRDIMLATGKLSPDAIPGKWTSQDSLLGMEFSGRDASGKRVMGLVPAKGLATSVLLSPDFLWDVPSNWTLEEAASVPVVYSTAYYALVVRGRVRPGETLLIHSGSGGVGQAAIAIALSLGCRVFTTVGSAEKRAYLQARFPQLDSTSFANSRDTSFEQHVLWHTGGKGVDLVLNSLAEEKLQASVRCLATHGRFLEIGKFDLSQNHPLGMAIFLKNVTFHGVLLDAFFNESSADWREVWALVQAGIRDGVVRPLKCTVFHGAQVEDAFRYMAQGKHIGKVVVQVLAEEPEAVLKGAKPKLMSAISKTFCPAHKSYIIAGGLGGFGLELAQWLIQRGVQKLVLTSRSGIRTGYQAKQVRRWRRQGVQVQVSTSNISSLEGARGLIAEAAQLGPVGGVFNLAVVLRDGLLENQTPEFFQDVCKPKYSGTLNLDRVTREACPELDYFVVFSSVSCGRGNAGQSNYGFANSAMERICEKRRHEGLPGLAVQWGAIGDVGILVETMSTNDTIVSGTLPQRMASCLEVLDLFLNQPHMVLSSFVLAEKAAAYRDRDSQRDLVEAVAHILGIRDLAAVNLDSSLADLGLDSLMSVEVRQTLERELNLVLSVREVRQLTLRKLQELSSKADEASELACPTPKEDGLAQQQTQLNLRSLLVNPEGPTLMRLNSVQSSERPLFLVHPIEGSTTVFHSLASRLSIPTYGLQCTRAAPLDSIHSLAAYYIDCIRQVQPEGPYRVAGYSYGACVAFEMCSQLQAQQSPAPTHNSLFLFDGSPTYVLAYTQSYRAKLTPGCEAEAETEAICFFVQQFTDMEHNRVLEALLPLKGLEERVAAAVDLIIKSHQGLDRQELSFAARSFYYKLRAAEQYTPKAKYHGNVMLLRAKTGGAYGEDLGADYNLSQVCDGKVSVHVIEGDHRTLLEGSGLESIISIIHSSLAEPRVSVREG
Rin1-Abl PPI inh = inhibitors of human Rin1-Abl protein interaction. 0.4% of 360,000 active. inhibition, % at 7.35 µM. TR-FRET Rin1/Abl binding, biochemical. P00519+Q13671; in the data active = inhibition above about 5%, passing the limit was not always enough
MsrA inhibitor = inhibits bovine methionine sulfoxide reductase A; purified bovine MsrA, absorbance read-out; inhibition, % at 15.5 µM; 0.75% of 360,000 active; AID 651718; in the data active = inhibition above about 4.5%;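 also: 0% = vehicle wells with enzyme and 100% = reference inhibitor wells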
MsrA act = bovine methionine sulfoxide reductase A activation. purified bovine MsrA, absorbance read-out. activation, % at 10.6 µM. 0.3% of 360,000 active. AID 602163; in the data active = activation above about 7.5%;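 also: 0% = vehicle and 100% = reference activator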
SKN-1 inh = C. elegans SKN-1 inhibition | inhibition, % at 21.8 µM | C. elegans VP596 Pgst-4::GFP/RFP ratio, acrylamide-induced, 24 h | 0.49% of 360,000 active | AID 624304;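 active = interference check ratio from 0.5 to 1.5 plus GFP to RFP signal ratio inhibition reaching or exceeding a fixed threshold, cut at about 30% in these data, passing the limit was not always enough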; also: some compounds called inactive have numbers as strong as hits
* = called active by the depositor; i = inactive; nt = not tested or not shown.

no.	smiles	Neddyl block	FAS-TE inh	SKN-1 inh	MsrA inhibitor	MT1-MMP act inh	MsrA act	CendR NRP1 mod	eLon inh	Rin1-Abl PPI inh
1	COc1ccc(NS(=O)(=O)c2cccc(C(=O)NCC(c3ccc(OC)cc3)N3CCCCC3)c2)cc1 (configuration not stated)	i	4	-4	-0.7	6	1	15	-18	1
2	CSc1nsc(SC)c1C(=O)N1CCN(S(=O)(=O)c2ccc(C)cc2)C1C(C)C (configuration not stated)	i	20	7	2.2	-8	-2	1	-3	-2
3	Cc1ccc(S(=O)(=O)Nc2cccc(C(=O)NCCCN3CCCC3=O)c2)cc1F	i	-6	1	-0.5	15	0	11	-18	2
4	O=C(CSCC(=O)NC1CC1)Nc1ccccc1	i	-6	-2	-0.7	3	0	5	1	5
5	CCOC(=O)c1cc(-c2ccccc2)nc2c1c(C)nn2-c1ccccn1	nt	10	8	0.7	-4	-2	0	0	0
6	Cc1ccc2[nH]c(=O)c(CN(C)C(=O)c3cccs3)cc2c1	i	-3	-5	1.0	2	-7	-1	-7	4
7	C=C1CCN([C@H](C(=O)O)C(C)C)S(=O)(=O)c2ccccc21	i	-8	-4	-0.9	-2	-3	36*	1	4
8	Cc1ccc(NCc2nc(SCC(=O)Nc3ccccc3)n[nH]2)cc1	i	-13	14	0.4	-1	-4	-1	-8	5
9	O=C(c1ccc(Cl)cc1)C1CCN(C(=O)NC2CCCCC2)CC1	i	3	10	-1.2	2	-5	3	-2	1
10	N#CC(C#N)=NNc1ccc(S(=O)(=O)N2CCCCC2)cc1	i	4	0	1.9	-9	-2	-6	6	0
11	COc1ccccc1N1C(=O)CC(N2CCN(c3ccc(F)cc3)CC2)C1=O (configuration not stated)	i	-4	-19	-1.2	5	-12	-3	-5	4
12	O=S(=O)(Nc1ccc2cn[nH]c2c1)c1cc(Br)ccc1Br	i	-2	1	6.2*	9	-3	-3	-8	-3
13	O=C(NC1CCCCCC1)C1CC(=O)N(c2ccc(Cl)cc2)C1 (configuration not stated)	i	1	0	-0.6	5	-1	3	-5	1
14	COc1ccc(C(=O)Nc2ccc3c(c2)OCCO3)cc1S(=O)(=O)N1CCOCC1	i	-8	5	-0.4	0	0	3	-5	0
15	COc1ccc2occ(C(=O)c3ccc(N=C(C)N(C)C)cc3)c2c1	i	-9	-4	0.2	-3	-1	-19	-7	0
16	Cc1ccc(O)c(C2=Nc3ccccc3N=C(c3ccco3)C2)c1	i	15	-4	2.2	-4	3	2	-14	0

Compound profiles, from the list above. Order of values: Neddyl block, FAS-TE inh, SKN-1 inh, MsrA inhibitor, MT1-MMP act inh, MsrA act, CendR NRP1 mod, eLon inh, Rin1-Abl PPI inh
COc1ccc(C(=O)Nc2ccc3c(c2)OCCO3)cc1S(=O)(=O)N1CCOCC1 as listed: i, -8, 5, -0.4, 0, 0, 3, -5, 0
COc1ccccc1N1C(=O)CC(N2CCN(c3ccc(F)cc3)CC2)C1=O (configuration not stated) as listed: i, -4, -19, -1.2, 5, -12, -3, -5, 4
O=C(c1ccc(Cl)cc1)C1CCN(C(=O)NC2CCCCC2)CC1 as listed: i, 3, 10, -1.2, 2, -5, 3, -2, 1
O=S(=O)(Nc1ccc2cn[nH]c2c1)c1cc(Br)ccc1Br as listed: i, -2, 1, 6.2*, 9, -3, -3, -8, -3

New compounds follow
no.	smiles	Neddyl block	FAS-TE inh	SKN-1 inh	MsrA inhibitor	MT1-MMP act inh	MsrA act	CendR NRP1 mod	eLon inh	Rin1-Abl PPI inh
17	CCC/C=C(\CCC)C(NC(=O)Cc1ccccc1)c1ccc(C(=O)OC)cc1 (configuration not stated)	i	11	-5	nt	-23	-1	8	-3	-2
18	Cc1ccc(C(C)C)c(OCC(=O)NN=C2CCCCCCC2)c1	i	-4	7	-0.5	-5	0	17	4	2
19	CN(C)S(=O)(=O)c1ccc(NC(=O)COc2ncnc3sccc23)cc1	i	0	12	-0.2	1	-10	-10	-6	3
20	O=C(NCc1nnc2c3ccccc3c(-c3ccccc3)nn12)c1ccccc1Cl	i	-11	-4	0.4	-1	-6	4	-7	2
21	COc1ccc(OCC(=O)Nc2cc(OC)cc(OC)c2)cc1	i	-2	8	-0.5	6	1	-5	2	2
22	COc1cc(/C=C(\C#N)C(N)=O)ccc1OCc1c(C)no[n+]1[O-]	i	-3	5	1.8	0	-3	7	-1	-2
23	CCOc1cc(/C=N/n2c(COc3ccccc3)n[nH]c2=S)ccc1O	i	0	-21	1.4	5	-3	-6	-8	5
24	COc1cc(Br)c(CN2CCCN(C)CC2)cc1OC	i	-8	9	1.1	-6	-4	15	6	1
25	Cc1ccc(O)c(-c2cc(C(=O)NCc3ccncc3)[nH]n2)c1	i	-10	4	0.2	8	-10	-5	3	3
26	O=[N+]([O-])c1ccc(Oc2cccc(C(F)(F)F)c2)nc1	i	-6	-11	-0.4	-1	-4	7	-8	-1
27	CC(=O)Oc1ccc(-c2cc3ccccc3oc2=O)cc1	i	2	4	3.6	-3	-2	-8	-7	-3
28	COC(=O)c1ccc(Oc2nc3c(c(=O)n(C)c(=O)n3C)n2CCC(C)C)cc1	i	8	5	-0.5	2	-3	-10	-6	2
29	Cc1ccc2c(c1)CC1(CN2C)C(=O)OC2(CCCCC2)OC1=O	i	-2	-8	1.8	-2	0	-11	5	1
30	O=C(Nc1ccc(Cl)cn1)c1ccc2c(Cl)c3c(nc2c1)CCC3	i	0	-7	-0.4	5	4	1	-1	-6
31	NC(=O)COC(=O)c1cccc(S(=O)(=O)N2CCN(c3ccccc3)CC2)c1	i	-3	3	0.1	-1	-6	0	0	-2
32	CCCCC(NC(=O)c1ccccc1)C(=O)OCC(=O)N1c2ccccc2Sc2ccccc21 (configuration not stated)	i	19	-1	1.5	-6	0	8	7	-3
33	NC(=O)c1cc2nc(-c3ccco3)cc(C(F)(F)F)n2n1	nt	-6	2	1.9	1	-8	-16	4	1
34	CCOC(=O)/C=c1\s/c(=C\c2ccc(C)cc2)c(=O)n1CC(=O)NCc1ccco1	nt	-2	10	-0.1	2	-3	-8	24*	-2
35	O=C(/C=C/c1cccs1)N1CCN(c2ccc(O)cc2)CC1	i	-6	0	1.2	-6	-6	-1	6	-3
36	Cc1cc(N2CCC(C)CC2)n2ncc(-c3ccccc3)c2n1	nt	27	17	2.0	-4	-2	0	-9	-2
37	Fc1ccccc1Cn1cc(C(=S)N2CCOCC2)c2ccccc21	i	17	1	0.1	2	-6	-10	-3	1
38	CN(C)/C=C(/C(=O)c1ccc(Cl)cc1Cl)S(=O)(=O)c1ccc(Cl)cc1	i	9	16	-0.4	1	-2	0	1	3
39	CC(NC(=O)Nc1ccccc1)C(c1cccs1)N1CCOCC1 (configuration not stated)	i	-5	2	0.4	0	-2	-6	-10	3
40	Cc1nc(NC(=O)c2ccc(Br)s2)sc1C(=O)N(C)C	i	-6	19	5.0*	2	-13	10	-7	1
41	CCOC(=O)CNC(=O)CSc1ncccc1-c1nc2ccccc2[nH]1	i	-2	-5	1.2	0	3	2	-1	-3
42	CCN(CC)CCNC(=S)NC(=O)c1cn(-c2ccccc2)nc1-c1ccc(OC)cc1	i	3	-7	0.0	-5	-6	9	-7	0
43	Cc1ccc(S(=O)(=O)N2CCN(C(=O)C(C)Cn3nc(C)c(C)c3C)CC2)cc1C (configuration not stated)	i	-2	22	-0.4	0	-1	6	-9	2
44	COCCCN(C(=O)CCOc1ccccc1C)c1c(N)n(Cc2ccccc2)c(=O)[nH]c1=O	i	0	10	-0.5	2	-6	-15	6	2
45	N#Cc1c(Nc2ccccc2)sc(C(=O)C2CC2)c1N	i	-7	12	1.1	4	-2	-1	1	1
46	COc1ccc(CCNC(=O)COC(=O)c2cc(=O)[nH]c3ccccc23)cc1	i	-2	-15	0.3	2	0	3	-2	-1
47	CC[C@@]12C(=O)N(c3ccc(C)cc3)C(=O)N1[C@H](c1ccc(OC)cc1)[C@@H]1C(=O)N(C(C)(C)C)C(=O)[C@@H]12	i	-2	2	-0.5	0	0	-3	-6	0
48	CC(C)C1(CCNC(=O)c2cccs2)CCOC(C)(C)C1 (configuration not stated)	i	-5	15	0.6	3	-3	-7	-3	-4
49	CC(C)Oc1cccc(-c2nnc(SCC(=O)Nc3ccc4c(c3)OCCO4)n2N)c1	i	-3	-7	0.0	-3	1	-1	-8	-2
50	Cc1cc(Br)ccc1NC(=O)CN1C(=S)NC(C)(C)CC1C (configuration not stated)	i	-3	9	-1.4	0	-1	1	0	4
51	CC1(C)CC(=O)C=C(NC2CCCCC2)C1	i	-12	14	0.2	7	-4	10	-7	3
52	O=C(COC(=O)c1cc(=O)c2ccccc2o1)NC1CCCC1	i	-15	3	1.2	-1	-4	1	1	-1
53	Cc1ccc(S(=O)(=O)N2CCN(C(=O)c3ccccc3)CC2)c(C)c1NS(C)(=O)=O	i	-5	7	-0.1	2	-2	12	-4	3
54	CC(C)CCn1c(N2CCN(c3cccc(Cl)c3)CC2)nc2c1c(=O)[nH]c(=O)n2C	i	33	-7	-0.2	6	-2	7	-1	2
55	Cc1ccc(S(=O)(=O)/N=C2/NC(=O)/C(=C/c3cccnc3)S2)cc1	i	2	-10	1.5	-2	5	-38	-2	-4
56	CN(C)CCN(Cc1ccco1)S(=O)(=O)c1ccc(-c2ccc(=O)[nH]n2)s1	i	-5	21	2.8	-5	-5	6	8	-5
57	Cc1c(C)c2ccc(OS(C)(=O)=O)c(C)c2oc1=O	i	-5	14	-0.5	3	-3	-16	-5	1
58	Cn1c(=O)cc(SCC(=O)N2CCCC2)c2ccccc21	i	-8	-3	1.7	-6	-2	12	2	-41
59	CN1C(C(=O)NCc2ccc(OC(F)(F)F)cc2)CC2Cn3c(nc4cc5ccccc5cc43)C21 (configuration not stated)	i	-6	5	0.3	0	-1	-4	-8	1
60	O=C(O)CCC(=O)N1CCN(c2ccc(C(=O)c3ccc(F)cc3)cc2)CC1	i	-7	-11	4.7*	-7	-10	11	-10	1
61	O=C(Cc1cccc2ccccc12)NN1C(=O)CSC1=S	i	-4	20	2.6	2	-1	-16	-3	2
62	CC(OC(=O)c1cc2sccc2n1C)C(=O)NCc1ccc(F)cc1 (configuration not stated)	i	1	14	-1.4	-4	-4	-3	-2	-1
63	COc1ccccc1C1NC(=O)NC(C)=C1C(=O)OCc1ccccc1 (configuration not stated)	i	-3	4	1.2	4	-11	-1	-16	2
64	Cc1nn(-c2ccccc2)c(Cl)c1C(=O)Nc1nnc(C2CCCC2)s1	i	-2	9	0.5	-3	-3	16	2	-1
65	CCC(Sc1nncn1C)C(=O)Nc1nnc(-c2ccccc2Cl)s1 (configuration not stated)	i	-4	-15	0.9	1	-1	-7	0	-1
66	COC(=O)c1cccc(Oc2nc3c(c(=O)n(C)c(=O)n3C)n2C(C)C)c1	i	-3	-6	0.2	0	-4	7	-9	0
67	Cc1ccc(-c2nnc(N3CCN(C(=O)CSc4ncn[nH]4)CC3)c3ccccc23)cc1	i	-51	-17	1.9	-1	-12	-16	1	0
68	CCc1noc(C)c1C(=O)N(CC)CC(=O)Nc1ccccc1C(F)(F)F	i	-5	15	0.2	-2	-3	10	4	-1
69	CCN(C(=O)COC(=O)CSc1ccc([N+](=O)[O-])cc1)C1CCS(=O)(=O)C1 (configuration not stated)	i	-1	12	1.9	1	1	7	-11	-5
70	CCOc1ccc(N=c2scc(-c3ccc(OC)cc3)n2CCO)cc1	i	2	-8	0.9	3	-1	0	-3	-4
71	Cc1ccc(Nc2nc(-c3c(C)n(C)n(-c4ccccc4)c3=O)c(C)s2)cc1	i	-4	-24	0.7	-2	-7	0	-2	1
72	CC(C)(CNC(=O)c1cccc(F)c1)CNC(=O)c1cccc(F)c1	i	3	0	-0.4	-1	1	-9	-1	0
73	COc1ccc(C(=O)CSc2nnc(-c3ccccn3)n2Cc2ccco2)cc1	i	0	9	-0.7	-1	-1	1	-8	1
74	O=c1c2c(nc3cc(-c4ccccc4)[nH]n13)CCC2	nt	-5	8	1.3	0	-2	2	-11	-2

An unsorted share of the library; about 4.2% have a hit in one of these screens.
